Screening data: PubChem BioAssay, The Scripps Research Institute Molecular Screening Center
GalR3 antagonist: human GalR3 antagonism; O60755; actives 0.44% (n = 360,000); inhibition, % at 3 µM; HEK293 GalR3-CNG cAMP membrane potential fluorescence; galR3 body fused to GalR1 C-terminus;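 active = inhibition above the screen-wide average plus 3 SD, cut at about 13% in these data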;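 note: forskolin and galanin both at EC90 stimulate the cells; cAMP rise reported by CNG channel membrane potential dye signal; 0% = forskolin plus galanin with DMSO and 100% = forskolin alone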
Target sequence (O60755 1-299 limits assumed): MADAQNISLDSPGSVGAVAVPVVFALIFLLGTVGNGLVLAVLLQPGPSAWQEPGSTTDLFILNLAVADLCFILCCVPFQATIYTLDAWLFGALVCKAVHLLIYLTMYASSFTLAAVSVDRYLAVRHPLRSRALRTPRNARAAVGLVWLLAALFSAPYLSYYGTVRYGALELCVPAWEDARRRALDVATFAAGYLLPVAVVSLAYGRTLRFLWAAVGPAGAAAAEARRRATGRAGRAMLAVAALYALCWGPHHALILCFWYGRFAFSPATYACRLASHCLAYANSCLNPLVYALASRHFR
* marks the source's active call; other numbers are inactive results. These rows are one share of the data. The share of hits here may be higher or lower than overall.

molecule,GalR3 antagonist
Cc1nc(C(F)(F)F)ccc1C(=O)N1CCC1(C)C(=O)NCc1ccc(Cl)cc1 (centres undefined),-5
OC1COC(c2ccccc2)OC1C1OC(c2ccccc2)OCC1O (centres undefined),-4
CC(C)=C[C@H]1C[C@H](C)[C@H]2CC[C@H](C)c3c(O[C@@H]4O[C@@H](C)[C@@H](O)[C@@H](O)[C@@H]4O)c(O)c(C)c1c32,-1
CCS(=O)(=O)N1Cc2cc(C(=O)NCCOC)nc(-c3cccc(-c4ccncc4)c3)c2[C@@H]1CCO,-2
COC1=CC(=O)OC(c2cccc(C#N)c2)C1 (centres undefined),-1
Cc1ccccc1NS(=O)(=O)c1ccc2c(c1)CCC(=O)N2,6
COc1c2c(c3c(c1OC)c(=O)c1ccccc1n3C)OCO2,-3
OCCN1CCN(CCCN2c3ccccc3CCc3ccccc32)CC1,-4
CCCCC(c1nc2ccccc2[nH]1)n1c(-c2ccccc2)nc2cc(C)c(C)cc21 (centres undefined),-7
CCC(=O)c1ccc(OCC(=O)OCc2csc(CC(=O)Nc3ccccc3C)n2)cc1,-8
CC1(Cc2ccc(F)cc2)C(=O)Nc2ccc(S(=O)(=O)NC3CCCCC3)cc21 (centres undefined),-2
O=C(Nc1cc(S(=O)(=O)N2CCOCC2)ccc1N1CCCC1)c1cc(F)c(F)cc1Cl,-2
CCCCNC(=O)C1C(c2ccc(C(F)(F)F)cc2)=Nc2ccccc2N1C(C)=O (centres undefined),-8
CC1=C(C(=O)N(C)C)CC(CC(=O)NC(c2ccccc2)c2ccccc2)C(=O)N1Cc1ccccc1 (centres undefined),-7
COc1cc2oc(=O)cc(CN3CCN(c4ccc(Cl)c(Cl)c4)CC3)c2cc1Cl,-5
CCCCNC(=O)C1(C)CCCCN1C(=O)c1c(F)ccc(C)c1F (centres undefined),-6
Cc1ccc2nc(-c3ccc(Cl)cc3)c(Cc3cccc(Cl)c3)n2c1,-8
O=C1C(=Cc2cn(-c3ccccc3)nc2-c2ccc(OCc3ccccc3)cc2)SC(=S)N1CCS(=O)(=O)O,-4
Cn1nnc2cc(NC(=O)Nc3ccccc3F)ccc21,-4
C[C@@H]1CN([C@H](C)CO)C(=O)c2cc(Br)cnc2O[C@H]1CN(C)C(=O)Cc1ccncc1,-2

Part of the list above in order of number of heavy atoms, ascending:
molecule,GalR3 antagonist
COC1=CC(=O)OC(c2cccc(C#N)c2)C1 (centres undefined),-1
Cn1nnc2cc(NC(=O)Nc3ccccc3F)ccc21,-4
Cc1ccc2nc(-c3ccc(Cl)cc3)c(Cc3cccc(Cl)c3)n2c1,-8
OC1COC(c2ccccc2)OC1C1OC(c2ccccc2)OCC1O (centres undefined),-4
CCCCC(c1nc2ccccc2[nH]1)n1c(-c2ccccc2)nc2cc(C)c(C)cc21 (centres undefined),-7
CC1=C(C(=O)N(C)C)CC(CC(=O)NC(c2ccccc2)c2ccccc2)C(=O)N1Cc1ccccc1 (centres undefined),-7

(more compounds)
molecule,GalR3 antagonist
CCCCc1c(-c2ccccc2OC)ncn1Cc1ccccc1F,-5
CC1(Oc2cccc(F)c2)CCN(Cc2ccc(-c3ccccn3)cc2)C1 (centres undefined),-7
Cc1ccc(OCC(=O)N2CCc3ccccc3C2)cc1C,-5
Cc1cccc(C)c1NC(=O)C1C(c2ccccc2)=Nc2ccccc2N1C(=O)c1cnccn1 (centres undefined),-5
CS(=O)(=O)Nc1ccc(C(=O)CSc2nnc(C3CC3)n2C2CC2)cc1,-4
CNc1ccc(-c2ccccc2OC)cn1,-7
COc1ccc(C(=O)N2CCC(C)(C(=O)NS(=O)(=O)C3CC3)C2)cc1F (centres undefined),0
Cc1cc(C)cc(Cn2c3ccc(NC(=S)NCc4ccccc4F)cc3c(=O)n2C)c1,-6
C#CCN(C[C@@H]1[C@@H](OC(=O)NCc2ccccc2F)[C@@H](OC(=O)NCc2ccccc2F)Cn2c(=O)ccc(=O)n21)S(=O)(=O)c1ccc(C)cc1,-5
Cc1ccc(CN2CCCC2(C)C(=O)NC(C)C)cc1 (centres undefined),2
COc1cc2c(c(OC)c1OC)C(=O)CO2,-7
COCc1cccc(-c2csc(C(NC(C)=O)c3cccc(F)c3)n2)c1 (centres undefined),-3
CC(C)(C)c1ccc(OCCCC(=O)Nc2cccc(S(=O)(=O)N3CCOCC3)c2)cc1,-4
CC1C(=O)N(Cc2cn(Cc3ccco3)nn2)CCS(=O)(=O)N1Cc1ccc(-c2cccc(N(C)C)c2)cc1 (centres undefined),-3
CCOC(=O)c1ccc(S(=O)(=O)N2CCC(C(=O)Nc3nnc(C)o3)CC2)cc1,-1
COc1ccc(Cl)cc1CC=NNC(=O)c1ccncc1,-5
O=C1Nc2ccccc2C(=O)N(c2ccc3c(c2)OCCO3)C1C(=O)NC1CC1 (centres undefined),-3
CC(=O)Nc1cc(-c2ccc(C(=O)NC3CC3)cc2)cn2c(-c3ccc(F)c(Cl)c3)cnc12,-6
c1ccc(CNc2nc(NCCOc3ccccc3)c3sccc3n2)cc1,-7
CC(C)=CCC[C@H](C)C[C@@H]1Cc2[nH]c(=S)[nH]c(=O)c2[C@@H](c2ccc(F)cc2)O1,-3

Quoted at random: three entries already listed, in no set order.
molecule,GalR3 antagonist
O=C1Nc2ccccc2C(=O)N(c2ccc3c(c2)OCCO3)C1C(=O)NC1CC1 (centres undefined),-3
CC(C)(C)c1ccc(OCCCC(=O)Nc2cccc(S(=O)(=O)N3CCOCC3)c2)cc1,-4
Cc1cc(C)cc(Cn2c3ccc(NC(=S)NCc4ccccc4F)cc3c(=O)n2C)c1,-6

The list goes on.
molecule,GalR3 antagonist
Cc1ccc(S(=O)(=O)N2CCCOC2CNC(=O)C(=O)NCCc2ccco2)cc1 (centres undefined),-3
CCCC(=O)N1CCCC1(C)C(=O)Nc1ccc2cn[nH]c2c1 (centres undefined),-2
COc1ccc([C@H]2C[C@@H](O)[C@H](n3cc(COC(=O)c4ccccc4)nn3)CN2C(=O)c2cccs2)cc1,-2
CCOC(=O)C1=C(C(=O)OCC)C2N(Cc3ccc(C#N)cc3)c3ccccc3[C@@]23C[C@@H](C(=O)OC)N(S(=O)(=O)c2ccccc2C)C3=N1 (some centres undefined),2
Cc1ccc(S(=O)(=O)N2C[C@H]3C(=O)C[C@@H](c4ccccc4)N(S(C)(=O)=O)[C@H]3C[C@H]2c2ccccc2)cc1,-8
O=[N+]([O-])c1ccc2nc(NN=Cc3ccc(O)cc3)sc2c1,-6
CC1(C(=O)NS(=O)(=O)c2cccc(C#N)c2)CCN1C(=O)C1(c2ccccc2)CC1 (centres undefined),-5
c1ccn(CCc2ccncc2)c1,-2
Cc1ccc(C)c(S(=O)(=O)N2CCN(C(=O)CCC(=O)NCc3ccc(Cl)cc3Cl)CC2)c1,-1
COc1ccc2[nH]c3c(c2c1)CCN1C(=O)C(CC(=O)NCc2ccco2)C[C@H](C(=O)N(C(C)C)C(C)C)[C@@]31C (some centres undefined),4
C[C@@H]1CN(S(=O)C(C)(C)C)[C@@H](CCO)/C1=C\c1ccccc1 (some centres undefined),-5
COc1ccc(OC)c(S(=O)(=O)NC(=O)C2(C)CCN2C(=O)c2ccco2)c1 (centres undefined),-6
CCOC(=O)[C@]12CCCC=C1N(CCC1=CCCCC1)C(=O)[C@H](CC(=O)NCc1ccc(C)o1)C2,-8
O=C(CSCC(=O)NN=Cc1ccccc1O)NN=Cc1ccccc1O,-3
Nc1ncnc2c1ncn2[C@@H]1O[C@H](CCC(=O)NCc2ccccc2)[C@@H](O)[C@H]1O,-6
CCOC(=O)C1=C(COC(=O)CNS(=O)(=O)c2ccc(NC(C)=O)cc2)NC(=O)NC1C (centres undefined),-5
O=C(c1cc(F)c(F)cc1Cl)N1CCN(S(=O)(=O)c2cccs2)CC1,-5
COc1ccc(C(=O)COC(=O)C2CCN(c3ccc(C(F)(F)F)cn3)CC2)c(OC)c1,-5
O=C(O)C1CCCN1C(=O)C1CCN(S(=O)(=O)c2cccc(C(F)(F)F)c2)CC1 (centres undefined),-4
Cn1c(=O)oc2cc(S(=O)(=O)Nc3ccc(C(=O)O)cc3)ccc21,-6
COc1ccc(-c2oc3c(c2C(=O)OCCCO)C(OCCO)CCC3)cc1 (centres undefined),-7
COc1cc(C)ccc1OCc1cc(C(=O)NC2CCOCC2)no1,-2
CC(C)(C)C(=O)N1CCC2CC1c1cc(Cl)ccc12 (centres undefined),-3
Cc1ccc(C(=O)NCC(=O)OCCCn2c(=O)[nH]c3ccccc32)cc1C,-8
Cc1cc(N/C(=C\C(=O)c2ccccc2)c2ccccc2)ccc1Br,-1
COc1cc(C(=O)NCCNc2nc3c(C)cccc3cc2C#N)cc(OC)c1OC,-4
O=[N+]([O-])c1ccc2c(c1)C(=NO)c1cc(F)ccc1-2,-5
CC[C@]12c3[nH]c4cc(-c5ccco5)ccc4c3CCN1C(=O)[C@@H](CC(=O)NCCN1CCOCC1)C[C@@H]2C(=O)N1CCN(C(=O)C2CC2)CC1,-4
COc1ccc(CNC(=O)c2ccc(S(=O)(=O)N3CC(C)CC(C)C3)cc2)cc1OC (centres undefined),-5
Cc1cccc(NC(=O)C(C)OC(=O)CNC(=O)C2CCCCC2)c1 (centres undefined),-2
C[C@H]1CN([C@@H](C)CO)C(=O)CCCn2nncc2CO[C@@H]1CN(C)Cc1ccc(C(=O)O)cc1,-6
CCN1CCN(c2ccc(S(=O)(=O)N3CCOCC3)cc2NC(=O)c2ccc(OCC(C)C)cc2)CC1,-3
O=C(Nc1ccc2c(c1)OCO2)c1csc([C@H]2C[C@H](O)[C@@H](CO)O2)n1,6
COC(=O)[C@@H](Cc1c[nH]c2ccccc12)NCc1cccc(B(O)O)c1,-4
CC(C)n1c(=O)nc(-c2ccccc2)c2cc3c(cc21)OCO3,-6
Cc1cn([C@H]2C[C@H](O)[C@@H](CNCc3cc(Cl)ccc3OCc3ccc(Cl)cc3)O2)c(=O)[nH]c1=O,-4
O=S1(=O)CC(N2CCCCC2)CN1Cc1ccccc1 (centres undefined),-3
COc1cc(OC)nc(C(NC(=O)C2CCN(Cc3ccc(Oc4ccccc4)cc3)CC2)c2ccc(F)cc2)n1 (centres undefined),-4
COc1ccc(NC(=O)C2(C)CCN2CCOc2ccccc2)cc1OC (centres undefined),-4
CCC(=O)c1ccc(OCC(=O)OC(C)C(=O)Nc2c(C)n(C)n(-c3ccccc3)c2=O)cc1 (centres undefined),-4
Cc1ccccc1CN1CCN(C(=O)[C@H]2O[C@@H](n3cnc(C(N)=O)n3)[C@H](O)[C@@H]2O)CC1,-7
O=C1C=C(NCCc2cc(Br)c(O)c(Br)c2)C(=O)c2ncccc21,-1
CC(=O)N1CCN(S(=O)(=O)c2cccc(C(=O)OCC(=O)NCc3ccccc3Cl)c2)CC1,-7
Cc1cnc(C(=O)N2CCN(S(=O)(=O)c3cc(C(F)(F)F)cc(C(F)(F)F)c3)CC2)cn1,-5
COc1cccc(C=Nc2cc(C(C)C)c(O)cc2C)c1O,-2
Cc1cc2oc(=O)cc(-c3ccccc3)c2c(C)c1-c1ccc(F)c(Cl)c1,-6
COC1OC(CO)C(N(C)C(C)=O)C1O (centres undefined),-6
Cc1cccc(NC(=O)c2ncn3c2C(=O)N(C)CC3)c1,-3
CSc1ccc(OC2(C)CCN(Cc3ccc(OC(F)(F)F)cc3)C2)cc1 (centres undefined),-4
CCCNC(=O)c1cc(C2CCCCN2S(C)(=O)=O)on1 (centres undefined),-6
CC(C)C[C@@H]1Cc2[nH]c(=S)[nH]c(=O)c2[C@H](CCc2ccccc2)O1,-7
CCCCN1C(=O)C(CC(=O)NCCCN(C)C)CC(C(=O)N2CCCCCC2)=C1C (centres undefined),-1
Cn1cnc([N+](=O)[O-])c1Sc1nc(N)nc2c1ncn2C1CC(O)C(CO)O1 (centres undefined),-5
CC1(C(=O)NCC2CC2)Cc2c(-c3cccc(C(F)(F)F)c3)ccnc2O1 (centres undefined),-6
CCOC(=O)CC[C@H](NC(=O)Cn1cnc2c(NCc3ccccc3)ncnc21)C(=O)OCC,-4
COc1ccc(S(=O)(=O)N2CCCC(c3cc(C(=O)NCc4cccnc4)no3)C2)cc1 (centres undefined),-7
C=CCn1c(SCC(=O)NCC(c2ccccc2)N(C)C)nc2sc3c(c2c1=O)CCC3 (centres undefined),2
CCOC(=O)[C@]12CCCC=C1N(CCC1=CCCCC1)C(=O)[C@H](CC(=O)NCC1CCCCC1)C2,-10
CCc1ccccc1Oc1nc2cc(-c3cccc(OC)c3)sc2c(=O)n1C,-8
CC(C)C[C@@H](CNCC(=O)[C@H](CC(C)C)NC(=O)c1[nH]cnc1C(=O)N[C@@H](C)CN)NC(=O)c1nc[nH]c1C(=O)N[C@@H](CC(C)C)C(=O)O,-6

Continued.
molecule,GalR3 antagonist
Cc1ccc(C(=O)COC(=O)CN2C(=O)C3CC=CCC3C2=O)cc1C (centres undefined),-7
Cc1nn(-c2ccccc2)c(C)c1C(=O)OCC(=O)Nc1ccc(C(N)=O)cc1,-6
CCCc1ccc(C(O)c2ncc(-c3ccccc3F)[nH]2)cc1 (centres undefined),-6
CCC(CC)C(=O)N(C)c1c(C)nc2c(OCc3ccc(C#N)cc3)cccn12,-3
Cc1cccc(N2CCN(CC(O)COc3ccc4ccccc4c3)CC2)c1 (centres undefined),-2
O=C(Nc1cccc2ccccc12)c1csc([C@@H]2C[C@H](O)[C@@H](CO)O2)n1,-3
CCCCNC(=O)c1nc(-c2cc3ccccc3[nH]2)oc1-c1cccc(C(F)(F)F)c1,-6
COCCN(C(=O)Cc1csc(-c2cccc(Cl)c2)n1)c1c(N)n(Cc2ccccc2)c(=O)[nH]c1=O,-5
